Screening data (PubChem BioAssay)
PTAP TSG101 blk: blocks PTAP/TSG101 interaction to inhibit HIV-1 budding | Fluorescence polarization, FITC-PTAP peptide / Tsg101 binding | 340,000 tested, under 10 active | AID 493005 | Potency, µM (titrated, usually from 115 µM), inactives show at the highest dose activity change, negative = inhibition, most hits filed as inhibitors; active = well fitted inhibition curve with a large enough effect in the main read-out, with a control signal flat, not every such curve was filed as active; inconclusive = small, poorly fitted or top-dose-only effect, or effect the other way, or a change in a side signal; inactive = no such curve, though single readings can be large or run the other way; also: potency is read from the fitted curve at half-maximal effect; % of control where 0% means no effect
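Steps: Tsg101 binding domain dispensed (10 uM final), compounds pinned in DMSO, FITC-labeled PTAP-motif peptide added (50 nM final); after 20 min binding at room temperature, polarization measured.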
S-ASM inh: human S-ASM enzyme inhibition | placental ASM, HMU-PC fluorogenic substrate, 60 min | actives 0.006% (n = 340,000) | AID 504937 | Potency, µM (series often up to 57.5 µM), inactives show at the top dose activity change, negative = inhibition, most hits filed as inhibitors; also: potency is read from the fitted curve at half-maximal effect
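Fluorogenic HMU-PC substrate (9 uM final) is turned over by placental ASM in 60 min at 37 C after a 10 min compound preincubation. Reaction ended by alkaline stop (pH 10), with fluorescence read at 386/447 nm.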
TCR activator: T cell receptor activation. Potency, µM (doses to about 9.22 µM), for the others: top-dose activation of IL-2 secretion, most hits filed as activators. 330,000 tested, under 10 active. primary human leukocytes, anti-CD3, IL-2 HTRF, 48 h. AID 504894; also: % of control where 0% means no effect
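Readout: HTRF IL-2, Eu-cryptate/d2 antibody pair, 320nm excitation, 665nm emission. Stimulus: a-CD3 beads, no co-stimulation. Cells: primary human leukocytes. Exposure: 48 hr with compound.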
CXXC DNA block: inhibitors of human MLL CXXC domain-DNA interaction; MLL-CXXC / FITC-HOXA9 DNA fluorescence polarization; Q03164; Potency, µM (top dose mostly 115 µM), inactives show at the highest dose activity change, negative = inhibition, actives largely listed as inhibitors; actives 0.037% (n = 290,000); active = well fitted inhibition curve with a large enough effect in the polarisation, with a control signal flat, not every such curve was filed as active; inconclusive = small, poorly fitted or top-dose-only effect, or effect the other way, or a change in a side signal; inactive = no such curve, though single readings can be large or run the other way; the % refers to the polarisation; also: potency is read from the fitted curve at half-maximal effect
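Fluorescence polarization: 7 uM MLL-CXXC (stock) preincubated 5 min with compounds, then 50 nM fluorescein-HOX-A9 DNA (stock) added; 30 min ambient. Buffer 50 mM Tris-HCl pH 7.5, 50 mM NaCl, 1 mM DTT, 0.05% BSA.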
Integrin act MD: activates integrin-mediated alleviation for muscular dystrophy; actives 0.064% (n = 350,000); alpha7betagal myoblasts, beta-gal FDG fluorescence, 48 h; AID 624291; Potency, µM (highest dose often 38.3 µM), inactives show top-dose activation, hits mostly activators;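 also: potency is read from the fitted curve at half-maximal effect; 100% = response of the positive control SU9516; nearly all actives have a fitted effect of over 60% in size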
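alpha7betagal+/- myoblasts (passage 13, 250/well) treated 48 h at 37C with compounds at 1:260 dilution of DMSO stock. Lysed, then beta-galactosidase activity read as FDG fluorescence (ex 480/em 540) after 30 min, with pre-read for autofluorescence.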
MBNL1 CUG block: MBNL1-poly(CUG) RNA binding inhibition | Q9NR56 | TR-FRET MBNL1-His/biotin-(CUG)12 binding, 665/545 ratio | Potency, µM (top dose mostly 57.5 µM), for the others: at the highest dose activity change, negative = inhibition, actives largely listed as inhibitors | actives 0.036% (n = 280,000); active = well fitted inhibition curve with a large enough effect in the signal ratio, with a control signal flat, not every such curve was filed as active; inconclusive = small, poorly fitted or top-dose-only effect, or effect the other way, or a change in a side signal; inactive = no such curve, though single readings can be large or run the other way; the % refers to the signal ratio; also: potency is read from the fitted curve at half-maximal effect; % is scaled to controls: 0 for no effect and ±100 for the full control effect
Target sequence (Q9NR56 whole entry, looked up): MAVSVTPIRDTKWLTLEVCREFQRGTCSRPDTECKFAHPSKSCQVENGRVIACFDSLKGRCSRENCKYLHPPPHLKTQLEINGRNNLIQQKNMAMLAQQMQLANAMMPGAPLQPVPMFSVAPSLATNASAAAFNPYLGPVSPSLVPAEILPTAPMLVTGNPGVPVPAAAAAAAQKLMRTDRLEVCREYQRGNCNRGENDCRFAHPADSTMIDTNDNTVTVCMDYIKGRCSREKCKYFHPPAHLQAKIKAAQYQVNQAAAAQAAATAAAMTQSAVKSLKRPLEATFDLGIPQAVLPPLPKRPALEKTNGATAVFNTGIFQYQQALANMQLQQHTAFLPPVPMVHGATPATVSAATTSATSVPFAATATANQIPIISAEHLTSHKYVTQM
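His-tagged MBNL1 binding to biotinylated (CUG)12 RNA was measured by TR-FRET using terbium anti-His antibody (0.055 ng/ul final) and streptavidin-XL665 (5 nM final). Compounds were titrated 92 nM to 58 uM; 60 min at room temperature.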
Mito fusion act: inhibitors of mitochondrial division or activators of mitochondrial fusion | Potency, µM (series often up to 46.1 µM), without a hit: at the highest dose growth rescue (activation), hits mostly activators | AID 485298 | S. cerevisiae fusion-defective mutant growth rescue, CellTiterGlo 48 h | actives 0.23% (n = 320,000);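 also: potency is read from the fitted curve at half-maximal effect; % of control where 0% means no effect; nearly all actives have a fitted effect of over 45% in size; temperature-sensitive fusion mutants such as fzo1-1 at 37 °C on non-fermentable ethanol glycerol medium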
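Compounds are tested for their ability to restore growth of mitochondrial fusion-defective yeast strains at non-permissive 37C in YPEG medium over 48 hours. Viability is quantified by luciferase luminescence.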
TSHR antag: blocks TSH signaling through the human TSH receptor | TSHR-expressing cells, TSH-stimulated cAMP HTRF, 2 h; hits give low values | actives 0.2% (n = 330,000) | P16473 | activity change, negative = inhibition, % at 11.5 µM | AID 504810;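 active = activity change below a set negative limit, meaning inhibition stronger than a set level, cut at about -70% in these data; inconclusive = activity change between two set negative limits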; also: % is scaled to controls: 0 for no effect and ±100 for the full control effect
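TSHR-expressing cells, 200/well, pre-treated with compound, then stimulated with EC80 TSH (4nM final) for 2 hours at 37 deg C. cAMP measured by competitive HTRF: anti-cAMP cryptate antibody in lysis buffer plus cAMP-d2, read after 30 minutes at room temperature.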
A-T KAP1 phos: candidate therapy for ataxia-telangiectasia. […] A-T fibroblasts, KAP-1 phosphorylation AlphaLISA; neocarzinostatin DNA damage 30 min before lysis. Potency, µM (top dose mostly 57.5 µM), for inactives: at the highest dose activation, hits mostly activators. actives 0.19% (n = 320,000). AID 485349; also: potency is read from the fitted curve at half-maximal effect; % of control where 0% means no effect; nearly all actives have a fitted effect of over 45% in size
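ATM-like activity read as KAP-1 phosphorylation via AlphaLISA donor/acceptor antibody pairs after lysis and 6 hr at 25C. Cells were ATM-null patient fibroblasts ([…], hTERT), dosed 60 min, then exposed to the DSB inducer NCS for 30 min.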
Menin MLL FP TR: menin-MLL binding inhibition, Texas Red mutant peptide | Potency, µM (top dose mostly 61.6 µM), for the others: at the top dose FP activity change, negative = inhibition, most hits filed as inhibitors | actives 0.23% (n = 270,000) | O00255 | Menin + Texas Red MLL mutant peptide, fluorescence polarization | AID 1768; active = well fitted inhibition curve with a large enough effect in the polarisation, with a control signal flat, not every such curve was filed as active; inconclusive = small, poorly fitted or top-dose-only effect, or effect the other way, or a change in a side signal; inactive = no such curve, though single readings can be large or run the other way; the % refers to the polarisation; also: potency is read from the fitted curve at half-maximal effect; % of control where 0% means no effect; many of its hits are not listed in these tables
Target sequence (O00255 whole entry, looked up): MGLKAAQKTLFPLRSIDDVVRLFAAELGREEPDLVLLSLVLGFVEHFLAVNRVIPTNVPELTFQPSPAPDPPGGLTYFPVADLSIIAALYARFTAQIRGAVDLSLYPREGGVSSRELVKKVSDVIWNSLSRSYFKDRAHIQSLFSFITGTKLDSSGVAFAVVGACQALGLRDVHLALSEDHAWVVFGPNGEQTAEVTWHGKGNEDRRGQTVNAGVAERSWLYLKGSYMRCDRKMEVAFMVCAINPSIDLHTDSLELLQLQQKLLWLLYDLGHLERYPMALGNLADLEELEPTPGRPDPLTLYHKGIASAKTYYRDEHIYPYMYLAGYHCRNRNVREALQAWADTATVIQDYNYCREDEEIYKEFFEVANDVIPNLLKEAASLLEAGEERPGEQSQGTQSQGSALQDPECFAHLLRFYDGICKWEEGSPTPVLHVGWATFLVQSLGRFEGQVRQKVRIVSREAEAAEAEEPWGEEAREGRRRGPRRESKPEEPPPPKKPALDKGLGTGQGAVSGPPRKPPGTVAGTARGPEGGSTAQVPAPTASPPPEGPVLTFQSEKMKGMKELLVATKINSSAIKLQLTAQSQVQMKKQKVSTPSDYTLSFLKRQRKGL
The depositor's hits bear a star; ? = inconclusive; . = not tested or not shown; [ ] = another dose, or the depositor's remark. Unless noted, calls follow the shape of the dose curve; as a rule, active = well fitted curve in the direction sought with a large enough effect; inconclusive = small, poorly fitted or top-dose-only effect, or another doubt; inactive = no such curve, though single readings can be large; an effect the other way counts as inactive or inconclusive. Only part of the results is shown. The share of hits here may be higher or lower than overall.

Each structure is followed by: TSHR antag	S-ASM inh	PTAP TSG101 blk	MBNL1 CUG block	CXXC DNA block	Integrin act MD	A-T KAP1 phos	Mito fusion act	TCR activator	Menin MLL FP TR
CC(C(=O)NC1CCCCC1)N1C(=O)c2cccc3cccc1c23 (stereo not drawn)
    7	51%[activator]	0%	?	3%	-29%	10%	0%	-13%	.
O=C(Nc1nnc(C2CCCCC2)s1)c1cccs1
    -10	7%	-3%	0%	13%	-61%[inhibitor]	-1%	11%	-1%	-7%
CC12CCC(=O)C=C1CCC1C3CC(O)C(O)(C(=O)CO)C3(C)CC(O)C12F (stereo not drawn)
    .	0%	-4%	.	.	8%	.	.	2%	.
CCOc1ccc(/C(O)=C2/C(=O)C(=O)N(CCCn3ccnc3)C2c2cccs2)cc1Cl (stereo not drawn)
    20	-1%	2%	30%[activator]	-6%	15%	-6%	2%	3%	17%
COc1cc(NC(=O)c2ccc(Br)o2)ccc1NC(=O)C(C)C
    13	0%	0%	4%	1%	-2%	34%	4%	-4%	3%
COc1cc(Br)c(/C=C/c2ccc3cccc(O)c3n2)cc1OC
    1	5%	-6%	-8%	21%	-32%[inhibitor]	-3%	12%	0%	44%[activator]
COc1ccc(C(CC(=O)c2ccc(O)cc2)S(=O)(=O)c2ccc(C)cc2)cc1 (stereo not drawn)
    16	-7%	-7%	-4%	6%	-37%	-1%	7%	-4%	46%[activator]
CCc1cc(OCCOCCN(C)C)ccc1Cl
    4	3%	-1%	-13%	-1%	-32%	9%	-11%	4%[46.1 µM]	3%
CCOC(=O)Cc1c(C)nc(-c2ccccc2)[nH]c1=O
    8	3%	-6%	0%	4%	12%	0%	1%	-5%	-4%
COCCCNCCCCOc1ccc(Br)cc1C
    10	1%	0%	-7%	9%	-41%	12%	1%	-5%[46.1 µM]	-5%
Cc1nnc(NC(=O)Cn2cnc3c2c(=O)n(C)c(=O)n3C)s1
    11	3%	0%	2%	11%	7%	3%	-2%	6%[46.1 µM]	7%
Oc1ccccc1C1=NCCNC(C(F)(F)F)=C1
    2	-12%	0%	1%	7%	17%	-2%	3%	4%	15%
Cc1nn(-c2ccccc2)c(C)c1C(=O)OCC(=O)N1CCN(S(=O)(=O)c2ccccc2)CC1
    1	-1%	-5%	2%	6%	-5%	10%	-16%	4%	-11%
CC(C)CC(NC(=O)C(CC(C)C)NC(=O)OC(C)(C)C)C(N)=O (stereo not drawn)
    18	1%	-9%	-6%	3%	-10%	-7%	0%	-6%[46.1 µM]	1%
COc1ccc(OC)c(C2=NNC(=NCc3ccc4c(c3)OCO4)SC2)c1
    8	13%	-3%	.	13%	-3%	-9%	9%	6%[46.1 µM]	-3%

2 records drawn at random from those above:
Each structure is followed by: TSHR antag	S-ASM inh	PTAP TSG101 blk	MBNL1 CUG block	CXXC DNA block	Integrin act MD	A-T KAP1 phos	Mito fusion act	TCR activator	Menin MLL FP TR
Oc1ccccc1C1=NCCNC(C(F)(F)F)=C1
    2	-12%	0%	1%	7%	17%	-2%	3%	4%	15%
COc1ccc(C(CC(=O)c2ccc(O)cc2)S(=O)(=O)c2ccc(C)cc2)cc1 (stereo not drawn)
    16	-7%	-7%	-4%	6%	-37%	-1%	7%	-4%	46%[activator]

Returning to the listing, starting 2 compounds before the break.
Each structure is followed by: TSHR antag	S-ASM inh	PTAP TSG101 blk	MBNL1 CUG block	CXXC DNA block	Integrin act MD	A-T KAP1 phos	Mito fusion act	TCR activator	Menin MLL FP TR
CC(C)CC(NC(=O)C(CC(C)C)NC(=O)OC(C)(C)C)C(N)=O (stereo not drawn)
    18	1%	-9%	-6%	3%	-10%	-7%	0%	-6%[46.1 µM]	1%
COc1ccc(OC)c(C2=NNC(=NCc3ccc4c(c3)OCO4)SC2)c1
    8	13%	-3%	.	13%	-3%	-9%	9%	6%[46.1 µM]	-3%
O=C(NC1(C(F)(F)F)N=C(c2ccccc2)NC1=O)c1ccc(Cl)cc1Cl (stereo not drawn)
    3	18%	.	-7%	2%	12%	2%	4%	.	2%
N#Cc1ccccc1NC(=O)CN1C(=O)NC2(CCCC2)C1=O
    -4	0%	-3%	1%	-4%	8%	6%	-2%	3%	1%
COc1ccc(C(C)(C)C)cc1NC(=O)C1=CC=CN2CCS(=O)(=O)N=C12
    -14	-1%	1%	.	.	39%	7%	.	-2%	.
Cc1noc(C)c1C(=O)OCC(=O)c1cc(C)n(Cc2ccccc2Cl)c1C
    -32	-3%	-2%	5%	4%	-23%	-1%	7%	5%	-1%
COC(=O)c1cc2ccsc2n1Cc1cccc(F)c1
    4	-10%	-3%	.	6%	7%	14%	5%	3%[46.1 µM]	9%
Cn1c(CN2CCCC2)nc2cc(NC(=O)Nc3ccccc3)ccc21
    13	1%	-4%	-11%	9%	13%	-1%	-1%	5%	4%
CCOC(=O)[C@H]1[C@H]2COc3ccc(OC)cc3[C@H]2N2C(=O)CN(Cc3ccccc3)C(=O)[C@@]12C
    .	6%	-3%	.	.	3%	.	.	-1%	.
CC1(C)S/C(=N/N=C/c2ccco2)NC1=O
    -5	2%	-3%	14%	4%	15%	0%	2%	-3%[46.1 µM]	-1%
CCO[C@@H]1OC(C(=O)NCc2ccccc2)=C[C@H](c2ccccc2)[C@H]1CCCO
    -5	-4%	-6%	-6%	-22%	2%	-1%	6%	7%	?
O=C(CSc1ccccc1Cl)c1ccco1
    -12	0%	-6%	0%	1%	2%	5%	0%	-46%	-3%
N/C(=N/OCc1cccc([N+](=O)[O-])c1)c1nonc1N
    9	4%	-4%	20%[11.5 µM]	18%	2%	-2%	.	-5%[46.1 µM]	-3%
CSc1nc(-c2ccccc2)nc(N2CCN(C)CC2)c1C(C)=O
    7	-3%	-1%	-5%	4%	-27%	5%	-20%	-1%	2%
N#Cc1ccccc1NC(=O)C1CC(=O)N(c2ccc3c4c(cccc24)CC3)C1 (stereo not drawn)
    1	0%	-1%	.	1%	-23%	-2%	-1%	10%[46.1 µM]	4%
CCOC(=O)N1CCN(Cc2nc(N)nc(Nc3ccc(C)cc3)n2)CC1
    1	0%	-2%	-2%	-1%	-22%	3%	-2%	3%	0%
Cn1cc(C(=O)NC2CCCCCC2)c(=O)c2cc(S(=O)(=O)N3CCCC3)ccc21
    4	8%	-1%	.	1%	9%	0%	0%	5%[46.1 µM]	-2%

Continuation.
Each structure is followed by: TSHR antag	S-ASM inh	PTAP TSG101 blk	MBNL1 CUG block	CXXC DNA block	Integrin act MD	A-T KAP1 phos	Mito fusion act	TCR activator	Menin MLL FP TR
Cn1c(SCC(=O)NCc2ccc3c(c2)OCO3)nc2scc(-c3cccs3)c2c1=O
    -30	-10%	0%	15%	-2%	0%	9%	2%	2%	3%
Cc1noc(C)c1NC(=O)Nc1ccc2c(c1)C(=O)N([C@H](C)CO)C[C@H](C)[C@H](CN(C)C)O2
    5	5%	-4%	.	.	10%	1%	.	5%	.
CS(=O)(=O)N(CCc1ccccc1)CC(=O)NCc1ccccc1
    6	3%	-10%	-8%	-1%	6%	-1%	2%	-13%	-15%
COCC(C)N=CC1=C(O)CC(C)(C)CC1=O (stereo not drawn)
    -4	4%	-9%	8%	6%	-17%	23%	1%	1%	11%
CCOC(=O)Cc1csc(NC(=O)CN2CCOCC2)n1
    -24	4%	-5%	-15%	5%	7%	-7%	1%	-1%	-15%
O=S(=O)(c1cccc2cccnc12)N1CCN(Cc2ccc3c(c2)OCO3)CC1
    -2	0%	-4%	-1%	6%	-3%	13%	0%	6%	0%
CCCc1cc(=O)[nH]c(SCC(=O)Nc2ccc(S(=O)(=O)N3CCCC3)cc2)n1
    -3	-1%	-1%	.	.	0%	6%	.	-2%	.
CCOc1ccc(/C=N/NC(=O)c2nnn(-c3nonc3N)c2COc2ccc(F)cc2)cc1
    0	13%	0%	-6%	-7%	-31%	6%	0%	-1%	.
Cc1ccc(NC(=S)NNC(=O)CSc2nc3ccccc3c(=O)n2-c2ccc(C)cc2)cc1
    -12	-13%	-1%	-3%	-6%	26%	-4%	7%	1%[46.1 µM]	-4%
COc1cccc(Nc2nc(-c3sc(C)nc3C)cs2)c1
    -21	-12%	-6%	20%	-12%	-9%	2%	5%	.	?
CCc1ccc(N2CC(C(=O)Nc3cc(C)on3)CC2=O)cc1 (stereo not drawn)
    -11	5%	-4%	-8%	1%	5%	1%	0%	.	14%
